CendR NRP1 mod: modulators of CendR peptide binding to NRP-1, primary screen, biochemical, fluorescence polarization, uHTS | Neuropilin-1 (Homo sapiens), O14786 | FAM-RPARPAR peptide binding to NRP-1 | inhibition, % at 25 µM | 0.85% of 360,000 active | AID 602438, 2012;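 active means inhibition or corrected inhibition above about 18%, plus a signal ratio from 0.5 to 1.5, limit read from the data, passing the limit was not always enough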; further: strong numbers were not always called active
Target sequence (O14786 whole entry, looked up): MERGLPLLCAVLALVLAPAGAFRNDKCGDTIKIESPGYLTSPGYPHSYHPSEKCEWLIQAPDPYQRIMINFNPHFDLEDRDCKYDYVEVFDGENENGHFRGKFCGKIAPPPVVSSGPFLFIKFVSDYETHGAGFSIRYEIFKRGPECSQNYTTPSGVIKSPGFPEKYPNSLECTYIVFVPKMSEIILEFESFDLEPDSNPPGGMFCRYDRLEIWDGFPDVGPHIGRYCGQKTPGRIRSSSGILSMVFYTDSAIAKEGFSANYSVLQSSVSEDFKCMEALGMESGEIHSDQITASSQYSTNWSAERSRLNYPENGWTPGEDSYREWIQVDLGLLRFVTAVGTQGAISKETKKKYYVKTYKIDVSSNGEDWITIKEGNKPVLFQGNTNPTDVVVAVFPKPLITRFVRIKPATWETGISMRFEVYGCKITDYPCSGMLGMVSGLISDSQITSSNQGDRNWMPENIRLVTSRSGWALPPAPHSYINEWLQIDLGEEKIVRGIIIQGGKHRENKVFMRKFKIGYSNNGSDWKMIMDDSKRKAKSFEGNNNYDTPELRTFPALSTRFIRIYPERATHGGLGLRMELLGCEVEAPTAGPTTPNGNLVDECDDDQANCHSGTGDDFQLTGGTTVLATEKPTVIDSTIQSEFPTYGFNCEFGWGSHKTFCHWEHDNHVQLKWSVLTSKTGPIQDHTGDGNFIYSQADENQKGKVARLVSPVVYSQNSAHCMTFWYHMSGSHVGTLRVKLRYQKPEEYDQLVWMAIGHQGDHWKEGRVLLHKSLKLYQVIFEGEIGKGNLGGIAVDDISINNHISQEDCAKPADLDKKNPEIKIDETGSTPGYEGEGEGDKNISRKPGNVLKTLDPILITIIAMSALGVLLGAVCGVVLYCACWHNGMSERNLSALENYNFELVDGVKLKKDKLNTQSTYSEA
DNMT1 block: human DNMT1 methyltransferase inhibitors, primary screen, biochemical, molecular beacon, fluorescence, HinP1I cleavage, uHTS; DNA (cytosine-5)-methyltransferase 1 (Homo sapiens), P26358; inhibition (reported as % activation of signal), % at 10 µM; 0.83% of 360,000 active; AID 588458, 2011; in the data active means inhibition above about 50%
Scp-1 inhibitor: Scp-1 phosphatase inhibitors, primary screen, biochemical, colorimetric, uHTS; Carboxy-terminal domain RNA polymerase II polypeptide A small phosphatase 1 (Homo …; Recombinant Scp1, phosphopeptide, malachite green phosphate absorbance; inhibition, % at 20 µM; 0.88% of 340,000 active;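 active means inhibition above about 50% at 20 µM, limit read from the data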;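 further: plate controls were DMSO wells with enzyme for no effect and wells lacking enzyme for full effect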
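Test system: SCP-1 phosphatase catalytic domain, residues 76-261; measured by: colorimetric phosphate reagent with accelerator and stabiliser, absorbance at 630 nm; timing: enzyme reaction 45 min at room temperature, colour 5 min, stabilisation 30 min; also added: Phosphorylated 17-residue peptide substrate; compound dosing: one concentration, 20 µM, with 1.0% DMSO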
LMPTP inh: LMPTP phosphatase inhibitors, primary screen, biochemical, fluorescence intensity, uHTS | 0.22% of 360,000 active | inhibition, % at 20 µM | Low molecular weight phosphotyrosine protein phosphatase (Homo sapiens), P24666 | recombinant LMPTP-A, OMFP fluorogenic substrate;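 active means compounds that cut the enzyme signal by at least half of the control window in the single-dose screen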;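 further: plate controls were DMSO wells with enzyme plus substrate for no effect and substrate without enzyme for full effect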
Target sequence (P24666 whole entry, looked up): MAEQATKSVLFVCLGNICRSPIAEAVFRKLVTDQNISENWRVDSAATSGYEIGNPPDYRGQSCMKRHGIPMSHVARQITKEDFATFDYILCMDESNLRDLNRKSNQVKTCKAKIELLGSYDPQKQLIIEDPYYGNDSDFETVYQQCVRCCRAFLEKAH
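Test system: LMPTP-A phosphatase enzyme. Amount: LMPTP-A at 0.625 nM final in the reaction. Reagent: OMFP substrate, 400 µM final. Times: 50 min at room temperature. Signal: endpoint fluorescence intensity from OMFP dephosphorylation. Read-out basis: % inhibition. Benchmarks: no-enzyme and uninhibited controls.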
STEP inh: STEP phosphatase inhibitors, primary screen, biochemical, fluorescence intensity, uHTS | inhibition, % at 20 µM | 0.25% of 360,000 active | Tyrosine-protein phosphatase non-receptor type 5 (Homo sapiens), P54829 | AID 588621, 2011 | recombinant STEP, OMFP fluorogenic substrate;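 active means inhibition at 20 µM, scaled per plate between control wells, above about 37%, limit read from the data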;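 further: 0% = DMSO with enzyme and substrate and 100% = substrate only without enzyme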
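medium = Bis-Tris buffer pH 6.0, 2.5 mM DTT, 0.005% Tween 20 | test system = STEP (striatal-enriched tyrosine phosphatase) enzyme, cell-free | measure = normalized % inhibition | compound dosing = 20 µM, 1% DMSO | also added = 25 µM OMFP | schedule = reaction 20 min, ambient temperature | measured by = fluorescence read at 480 nm ex / 540 nm em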
E coli Lon inh: inhibitors of E. coli Lon protease, primary screen, biochemical, fluorescence polarization; P0A9M0; AID 602123, 2011; inhibition, % at 7.94 µM; 0.42% of 360,000 active; purified E. coli Lon protease; in the data active means inhibition above about 13%, passing the limit was not always enough;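 further: 0% = enzyme with probe and DMSO and 100% = no enzyme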
Tb MetRS inh: T. brucei MetRS inhibitors, primary screen, biochemical, luminescence. inhibition, % at 11.9 µM. 0.4% of 360,000 active. purified T. brucei MetRS, ATP depletion, Kinase-Glo luminescence. methionyl-tRNA synthetase (Trypanosoma brucei brucei);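 active means inhibition above a per-plate cutoff of the control wells' mean inhibition plus 3 SD, cut at about 5.5% in these data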;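 further: 0% = DMSO wells median and 100% = median of wells with control inhibitor compound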
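Dosing: 11.9 µM single point; system: parasite MetRS enzyme; technique: luminescence of leftover ATP; times: 15 min enzyme-compound preincubation, 2 h reaction, 10 min detection, 25 °C; replicates: each compound tested once; read-out basis: percent inhibition relative to median high and low control wells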
bovine MsrA act: bovine MsrA enzyme activators, primary screen, biochemical, absorbance, HTS | Methionine sulfoxide reductase A (Bos taurus) | purified bovine MsrA, absorbance read-out | activation, % at 10.6 µM | 0.3% of 360,000 active | AID 602163, 2012; in the data active means activation above about 7.5%;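 further: 0% = vehicle and 100% = reference activator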
SUMO1 PPI mod: modulators of SUMO1 protein-protein interactions, primary screen, biochemical, uHTS. inhibition, % at 20 µM. Small ubiquitin-related modifier 1 (Homo sapiens), P63165. SUMO1 binding to a labelled peptide, TR-FRET, 1 h. 0.33% of 360,000 active. AID 602429, 2012; in the data active means inhibition above about 37%
MsrA inh: bovine MsrA enzyme inhibitors, primary screen, biochemical, absorbance, HTS; Methionine sulfoxide reductase A (Bos taurus); purified bovine MsrA, absorbance read-out; inhibition, % at 15.5 µM; 0.75% of 360,000 active; in the data active means inhibition above about 4.5%;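 further: 0% = vehicle wells with enzyme and 100% = reference inhibitor wells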
* marks the source's active call; other numbers are inactive results.

What do the screens show for `CCOC(=O)c1sc(NC(=O)C(CC)OC(=O)c2ccco2)nc1C` (stereo not drawn)?
CendR NRP1 mod: 3; DNMT1 block: 0; Scp-1 inhibitor: 3; LMPTP inh: -0.1; STEP inh: -1; E coli Lon inh: -7; Tb MetRS inh: 0.2; bovine MsrA act: -1; SUMO1 PPI mod: 2; MsrA inh: 0.1

How did O=C(N/C(=C/c1ccc(Cl)cc1)C(=O)N1CCOCC1)c1ccccc1 do in these assays?
CendR NRP1 mod: -2; DNMT1 block: 0; Scp-1 inhibitor: 18; LMPTP inh: -1.4; STEP inh: 0; E coli Lon inh: 2; Tb MetRS inh: -0.4; bovine MsrA act: -7; SUMO1 PPI mod: -2; MsrA inh: 0.4

How did N#CCC(=O)Nc1ccc(C(=O)OCC(=O)NC2CCCCCC2)cc1 do in these assays?
CendR NRP1 mod: -2; DNMT1 block: 0; Scp-1 inhibitor: -2; LMPTP inh: -0.4; STEP inh: -2; E coli Lon inh: -13; Tb MetRS inh: 0.0; bovine MsrA act: 1; SUMO1 PPI mod: 3; MsrA inh: -0.3

What do the screens show for `O=C(c1cccs1)N1CCCC(c2nc3c(nnn3Cc3cccc(Cl)c3)c(=O)[nH]2)C1` (stereo not drawn)?
CendR NRP1 mod: -2; DNMT1 block: -1; Scp-1 inhibitor: -8; LMPTP inh: -0.4; STEP inh: 4; E coli Lon inh: -1; Tb MetRS inh: 0.2; bovine MsrA act: -2; SUMO1 PPI mod: 11; MsrA inh: -0.7

How did Cc1[nH]n(C(N)=S)c(=O)c1N=Nc1ccc(S(=O)(=O)N2CCCC2)cc1 do in these assays?
CendR NRP1 mod: -1; DNMT1 block: -1; Scp-1 inhibitor: 0; LMPTP inh: 0.6; STEP inh: -1; E coli Lon inh: -7; Tb MetRS inh: 0.5; bovine MsrA act: -7; SUMO1 PPI mod: -18; MsrA inh: 2.1

How did CN1CCN(c2nc3ccccn3c(=O)c2C=C(C#N)C#N)CC1 do in these assays?
CendR NRP1 mod: -4; DNMT1 block: 2; Scp-1 inhibitor: -3; LMPTP inh: -2.7; STEP inh: -1; E coli Lon inh: 3; Tb MetRS inh: -0.7; bovine MsrA act: -5; SUMO1 PPI mod: -38; MsrA inh: 2.6

How did COc1cc(NC(=O)COc2cccc(OC)c2)cc(OC)c1 do in these assays?
CendR NRP1 mod: -5; DNMT1 block: -11; Scp-1 inhibitor: -7; LMPTP inh: 0.5; STEP inh: 3; E coli Lon inh: 1; Tb MetRS inh: 0.0; bovine MsrA act: -1; SUMO1 PPI mod: -1; MsrA inh: 0.8

Results for Cc1[nH]n(-c2ccc([N+](=O)[O-])cc2)c(=O)c1C=NCCN1CCN(C(=O)c2ccccc2F)CC1 ?
CendR NRP1 mod: 16; DNMT1 block: -6; Scp-1 inhibitor: -4; LMPTP inh: -3.0; STEP inh: 0; E coli Lon inh: -3; Tb MetRS inh: -3.8; bovine MsrA act: 0; SUMO1 PPI mod: -19; MsrA inh: 3.5

Results for Cc1occc1C(=O)NCc1ccccn1 ?
CendR NRP1 mod: -2; DNMT1 block: -3; Scp-1 inhibitor: -2; LMPTP inh: 0.3; STEP inh: -1; E coli Lon inh: -6; Tb MetRS inh: -0.2; bovine MsrA act: -2; SUMO1 PPI mod: 0; MsrA inh: 0.7

What do the screens show for `CN(C(=O)/C=C/c1ccccc1)C1CCS(=O)(=O)C1` (stereo not drawn)?
CendR NRP1 mod: 3; DNMT1 block: 4; Scp-1 inhibitor: -7; LMPTP inh: -2.2; STEP inh: -1; E coli Lon inh: -12; Tb MetRS inh: -0.9; bovine MsrA act: -11; SUMO1 PPI mod: 0; MsrA inh: -0.1

How did O=C(c1ccccc1F)N(Cc1cccs1)C1CCS(=O)(=O)C1 (stereo not drawn) do in these assays?
CendR NRP1 mod: 6; DNMT1 block: -2; Scp-1 inhibitor: -4; LMPTP inh: 3.5; STEP inh: -1; E coli Lon inh: -5; Tb MetRS inh: -0.2; bovine MsrA act: -4; SUMO1 PPI mod: 3; MsrA inh: 0.4

How did Cc1ccc(N(CC(=O)NC(C)(C)C)C(=O)CNC(=O)c2cccs2)cc1C do in these assays?
CendR NRP1 mod: 3; DNMT1 block: 0; Scp-1 inhibitor: -3; LMPTP inh: 0.0; STEP inh: 0; E coli Lon inh: 0; Tb MetRS inh: -1.7; bovine MsrA act: -1; SUMO1 PPI mod: 4; MsrA inh: 0.1

Results for O=C(NCc1ccccn1)c1c(-c2ccccc2)sc2ccccc12 ?
CendR NRP1 mod: 4; DNMT1 block: 42; Scp-1 inhibitor: -8; LMPTP inh: -1.0; STEP inh: -2; E coli Lon inh: 18; Tb MetRS inh: -0.3; bovine MsrA act: -3; SUMO1 PPI mod: -3; MsrA inh: 0.4

Results for CCOC(=O)c1cc(C)sc1/N=C/C1C(=O)CC(C)(C)CC1=O ?
CendR NRP1 mod: 1; DNMT1 block: 1; Scp-1 inhibitor: -2; LMPTP inh: 0.2; STEP inh: 3; E coli Lon inh: -2; Tb MetRS inh: -0.5; bovine MsrA act: -6; SUMO1 PPI mod: -10; MsrA inh: -0.7

How did COC(=O)[C@@]12CCCCN1[C@H](c1ccc(-c3ccc(F)cc3)c(OC)c1)[C@H]1C(=O)N(C)C(=O)[C@H]12 do in these assays?
CendR NRP1 mod: -7; DNMT1 block: -9; Scp-1 inhibitor: 0; LMPTP inh: 3.1; STEP inh: 0; E coli Lon inh: -2; Tb MetRS inh: 0.1; bovine MsrA act: -7; SUMO1 PPI mod: 5; MsrA inh: -0.3

Molecules from the list above with a Cl atom:
How did O=C(N/C(=C/c1ccc(Cl)cc1)C(=O)N1CCOCC1)c1ccccc1 do in these assays?
CendR NRP1 mod: -2; DNMT1 block: 0; Scp-1 inhibitor: 18; LMPTP inh: -1.4; STEP inh: 0; E coli Lon inh: 2; Tb MetRS inh: -0.4; bovine MsrA act: -7; SUMO1 PPI mod: -2; MsrA inh: 0.4

What do the screens show for `O=C(c1cccs1)N1CCCC(c2nc3c(nnn3Cc3cccc(Cl)c3)c(=O)[nH]2)C1` (stereo not drawn)?
CendR NRP1 mod: -2; DNMT1 block: -1; Scp-1 inhibitor: -8; LMPTP inh: -0.4; STEP inh: 4; E coli Lon inh: -1; Tb MetRS inh: 0.2; bovine MsrA act: -2; SUMO1 PPI mod: 11; MsrA inh: -0.7

More structures.
How did COc1ccccc1NC(=O)Cc1coc2cc(C)ccc12 do in these assays?
CendR NRP1 mod: 1; DNMT1 block: 6; Scp-1 inhibitor: -9; LMPTP inh: -0.1; STEP inh: 0; E coli Lon inh: 2; Tb MetRS inh: -0.2; bovine MsrA act: 0; SUMO1 PPI mod: 3; MsrA inh: 1.7

How did Cc1ccc(NC(=O)Cc2ccsc2)cc1Cl do in these assays?
CendR NRP1 mod: -1; DNMT1 block: -1; Scp-1 inhibitor: -14; LMPTP inh: 0.8; STEP inh: 1; E coli Lon inh: 1; Tb MetRS inh: 1.0; bovine MsrA act: -1; SUMO1 PPI mod: -7; MsrA inh: -0.6

What do the screens show for `CCOC(=O)C1=CN(Cc2ccc(Br)cc2)S(=O)(=O)NC1C` (stereo not drawn)?
CendR NRP1 mod: -4; DNMT1 block: 4; Scp-1 inhibitor: -4; LMPTP inh: 0.6; STEP inh: -2; E coli Lon inh: -4; Tb MetRS inh: -0.6; bovine MsrA act: -1; SUMO1 PPI mod: 2; MsrA inh: -0.6

What do the screens show for `COc1ccc(C(=O)CCNc2ccc(C)c(Cl)c2)cc1`?
CendR NRP1 mod: -15; DNMT1 block: 4; Scp-1 inhibitor: -5; LMPTP inh: 0.2; STEP inh: 0; E coli Lon inh: 2; Tb MetRS inh: -0.2; bovine MsrA act: -1; SUMO1 PPI mod: -3; MsrA inh: -0.3

What do the screens show for `O=C(Nc1cccc(C(F)(F)F)c1)C12CC3CC(CC(C3)C1)C2`?
CendR NRP1 mod: -8; DNMT1 block: 13; Scp-1 inhibitor: -12; LMPTP inh: 0.2; STEP inh: 1; E coli Lon inh: -10; Tb MetRS inh: -0.8; bovine MsrA act: 1; SUMO1 PPI mod: 5; MsrA inh: 1.1

Results for O=C(COC(=O)C1CC1)Nc1ccc(Oc2ccccc2)cc1 ?
CendR NRP1 mod: -13; DNMT1 block: -3; Scp-1 inhibitor: -3; LMPTP inh: -1.8; STEP inh: 0; E coli Lon inh: 11; Tb MetRS inh: 0.3; bovine MsrA act: 4; SUMO1 PPI mod: 2; MsrA inh: 0.4

How did Cc1c(C(=O)c2ccc(Br)cc2)c(=O)n(C)c(=O)n1C do in these assays?
CendR NRP1 mod: 1; DNMT1 block: -2; Scp-1 inhibitor: -9; LMPTP inh: -0.6; STEP inh: -1; E coli Lon inh: 5; Tb MetRS inh: -0.3; bovine MsrA act: -1; SUMO1 PPI mod: 0; MsrA inh: 0.2

How did CN(C)S(=O)(=O)c1cccc(NC(=O)Cn2cc(C(F)(F)F)cc(Cl)c2=O)c1 do in these assays?
CendR NRP1 mod: 9; DNMT1 block: 0; Scp-1 inhibitor: -3; LMPTP inh: 0.4; STEP inh: 2; E coli Lon inh: -3; Tb MetRS inh: -0.2; bovine MsrA act: -3; SUMO1 PPI mod: 3; MsrA inh: 0.6

How did CCOc1nc(Nc2ccccc2F)nc(OCC)n1 do in these assays?
CendR NRP1 mod: 4; DNMT1 block: 2; Scp-1 inhibitor: -6; LMPTP inh: -1.1; STEP inh: -1; E coli Lon inh: -2; Tb MetRS inh: -1.0; bovine MsrA act: -3; SUMO1 PPI mod: 4; MsrA inh: -1.0

2 consecutive records out of the list so far, for reference:
How did CN(C)S(=O)(=O)c1cccc(NC(=O)Cn2cc(C(F)(F)F)cc(Cl)c2=O)c1 do in these assays?
CendR NRP1 mod: 9; DNMT1 block: 0; Scp-1 inhibitor: -3; LMPTP inh: 0.4; STEP inh: 2; E coli Lon inh: -3; Tb MetRS inh: -0.2; bovine MsrA act: -3; SUMO1 PPI mod: 3; MsrA inh: 0.6

How did CCOc1nc(Nc2ccccc2F)nc(OCC)n1 do in these assays?
CendR NRP1 mod: 4; DNMT1 block: 2; Scp-1 inhibitor: -6; LMPTP inh: -1.1; STEP inh: -1; E coli Lon inh: -2; Tb MetRS inh: -1.0; bovine MsrA act: -3; SUMO1 PPI mod: 4; MsrA inh: -1.0
